Screening results as filed in PubChem.
FAK blocker: blocks human focal adhesion kinase activity; Q05397; biochemical FAK kinase activity assay; inhibition, %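 (tested at 7 µM)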; hit rate 0.84% among 97,000; in the data active = inhibition above about 19%;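 also: 0% = DMSO and 100% = reference compound high control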
VCAM1 TNFa inh: reduces TNF alpha induced VCAM1 expression in HUVEC. HUVEC TNFa-induced VCAM-1 immunofluorescence, high-content imaging. inhibition, % at 2 µM. hit rate 0.48% among 95,000. AID 802;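 active = inhibition above the batch mean plus 3 SD, with images confirmed as a hit by eye, cut at about 37% in these data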;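 also: 0% = TNF-stimulated DMSO wells and 100% = unstimulated control wells; not every result past the cut was called active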
Pyk2 oligo antag: antagonists of human Pyk2 oligomerization | Q14289 | hit rate 0.83% among 99,000 | AID 1347419 | z-score (the deposit names both 25 µM and 10 µM) | Q293 cells, Pyk2 FERM NanoBiT luminescence; hits give low values;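 active = Z-score of -3 or lower, scaled per plate to the spread of control and sample wells; inactive = z-score above -3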;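 also: negative z-score means lost luminescence so less FERM oligomerization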
HUVEC tox TNFa: HUVEC cytotoxicity counter-screen, TNF alpha stimulated. cell count reduction, % at 2 µM. hit rate 0.17% among 93,000. HUVEC TNFalpha-stimulated, Hoechst cell count, imaging;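 active = cell count reduction exceeding the screen mean by over 5 SD, scaled to untreated wells per plate, cut at about 78% in these data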;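 also: cells counted after 24 h of TNF alpha exposure following the 1 h pretreatment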
ERa SRC1 inh: ER-alpha (human) coactivator binding inhibition; P03372; TR-FRET ER-alpha LBD / SRC-1 peptide, estradiol-bound; inhibition, % at 25.6 µM; hit rate 1.7% among 86,000; AID 629; in the data active = inhibition above about 50%;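 also: 0% = receptor plus peptide control and 100% = peptide only without receptor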
LYP inh 2: blocks human PTPN22 phosphatase activity. inhibition, % at 2 µM. recombinant LYP catalytic domain, DiFMUP fluorescence. Q9Y2R2. AID 640. hit rate 0.21% among 96,000;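 active = inhibition at 2 µM at or above a set limit, the screen mean plus 3 SD, cut at about 24% in these data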;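 also: 0% = DMSO with enzyme and 100% = enzyme fully blocked by orthovanadate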
Target sequence (Q9Y2R2 whole entry, looked up, the tested form may be a part): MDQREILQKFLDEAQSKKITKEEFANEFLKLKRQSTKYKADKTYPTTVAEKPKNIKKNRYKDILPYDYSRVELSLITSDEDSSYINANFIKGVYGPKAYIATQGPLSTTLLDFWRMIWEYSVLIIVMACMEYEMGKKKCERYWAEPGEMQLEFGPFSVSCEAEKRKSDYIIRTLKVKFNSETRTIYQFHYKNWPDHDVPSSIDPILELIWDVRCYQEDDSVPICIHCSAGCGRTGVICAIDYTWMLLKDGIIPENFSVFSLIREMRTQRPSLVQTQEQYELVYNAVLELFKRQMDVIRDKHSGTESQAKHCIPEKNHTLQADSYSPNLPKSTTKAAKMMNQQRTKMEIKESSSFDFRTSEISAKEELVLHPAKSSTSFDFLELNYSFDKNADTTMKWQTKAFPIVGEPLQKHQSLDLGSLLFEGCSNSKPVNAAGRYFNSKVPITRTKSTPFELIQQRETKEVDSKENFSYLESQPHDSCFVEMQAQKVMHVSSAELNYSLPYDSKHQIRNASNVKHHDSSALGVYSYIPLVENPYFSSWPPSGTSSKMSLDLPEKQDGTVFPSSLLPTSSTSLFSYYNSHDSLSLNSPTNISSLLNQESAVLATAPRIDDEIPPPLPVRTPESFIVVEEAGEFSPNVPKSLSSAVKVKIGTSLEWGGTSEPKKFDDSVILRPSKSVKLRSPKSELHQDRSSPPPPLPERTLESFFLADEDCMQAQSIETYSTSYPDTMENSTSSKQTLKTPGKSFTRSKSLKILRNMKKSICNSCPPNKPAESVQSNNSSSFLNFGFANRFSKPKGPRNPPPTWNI
LYP act: LYP (human) phosphatase activation; Q9Y2R2; activation, % at 2 µM; hit rate 0.11% among 96,000; recombinant LYP, DiFMUP fluorescence; 0 = plate median, 100 = signal doubled;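 active = activation at 2 µM above a set limit, the mean plus 5 SD, cut at about 37% in these data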
cytoskel mod: alters cytoskeleton assembly in HUVEC cells; HUVEC TNFa F-actin phalloidin imaging, high content; inhibition, % at 2 µM; hit rate 0.18% among 91,000;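 active = inhibition above the batch mean plus 3 SD and confirmed as a hit by visual image inspection, cut at about 30% in these data, passing the limit was not always enough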; also: strong numbers were not always called active
HUVEC tox IL1B: HUVEC cytotoxicity counter-screen, IL-1B stimulated. hit rate 0.41% among 94,000. cell count reduction, % at 2 µM. HUVEC cell count loss, Hoechst imaging;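 active = cell count reduction more than 3 SD above the screen-wide mean, cut at about 70% in these data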;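 also: normalized per plate to untreated control cells as the no-loss baseline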
Numbers without * were called inactive; · = not tested or not shown; [ ] = remark or other dose.

SMILES	FAK blocker	VCAM1 TNFa inh	Pyk2 oligo antag	HUVEC tox TNFa	ERa SRC1 inh	LYP inh 2	LYP act	cytoskel mod	HUVEC tox IL1B
Brc1ccc(-c2nc(-c3ccccn3)no2)o1	-2	-4	0.04	-23	1[fluorescence artefact?]	0	-2	17	0
O=c1c(-c2nnc(SCc3ccc(Cl)cc3)o2)cccn1Cc1ccccc1	1	2	-0.86	14	·	8	-5	-38	-24
CC(=O)C1C(c2ccc(F)c(F)c2)NC(=O)NC1(O)C(F)(F)F (configuration not stated)	0	-1	-0.76	-26	-8	10	-9	13	14
Cc1cc(=O)[nH]c(SCc2cccc(Br)c2)n1	-3	-1	0	-32	4	3	-7	-5	20
CCOC(=O)c1nc2nc(C)c(Cl)c(=O)n2[nH]1	5	16	0.66	-17	-5	-4	1	12	-28
Cc1ccc(-n2c(SCC(=O)NCc3ccco3)nnc2-c2cccnc2)cc1	1	2	-0.32	-30	-12	0	-1	0	-25
Cc1ccc(SCc2ccc(C(=O)Nc3cccc([N+](=O)[O-])c3)cc2)cc1	1	5	0.72	-19	·	-1	3	12	-1
CCN(CC)C(=O)CSc1nc2ncccc2[nH]1	0	8	0.19	-26	26	-5	4	-6	-34
O=C(CCc1ccc(S(=O)(=O)NCCc2ccccc2)cc1)NCc1ccco1	-1	2	0.74	-20	-3	2	-7	9	-48
Cc1cc(C)c(C)c(OCC(=O)N2CCCCCC2)c1	2	-4	0.66	-61	9	-6	7	·	-2
CCC(OC(=O)c1cccs1)C(=O)NC1CCCCC1 (configuration not stated)	0	12	0.73	54	35	-1	1	29	4
Cc1cc(C(F)(F)F)n2nc(-c3cnn(C)c3C(F)(F)F)cc2n1	-2	8	1.3	-35	·	0	3	3	-18
CCCN(CCC)CC(=O)Nc1cccc2c1OCO2	-1	14	1.3	6	0	10	-9	10	1
O=C(CCS(=O)(=O)c1ccc(Br)s1)NCc1ccccc1	1	12	0.42	-5	-6	8	-6	·	7
CCCCC(O)(CCN1CCOCC1)c1ccc(Cl)cc1 (configuration not stated)	0	10	0.36	-14	3[fluorescence artefact?]	7	-4	·	27
COCCNC(=O)c1ccccc1NS(=O)(=O)c1ccc(Br)s1	1	-4	-0.16	-9	-5	0	2	-14	-15
CC1(C)CC(=O)C2=C(C1)Nc1cc3c(cc1C2c1ccc2c(c1)OCO2)OCO3 (configuration not stated)	8	10	·	-29	9[fluorescence artefact?]	3	-6	-3	7
Nc1cc(C(=O)O)ccc1N1CCCCCC1	-3	17	-0.56	4	4	4	-5	-7	-20
Cc1c(NC(=O)CSc2nnnn2C)c(=O)n(-c2ccccc2)n1C	-4	12	0.34	-16	4	-19	21	3	16
Cc1ccc(S(=O)(=O)NC(CC(=O)NCC2CCCO2)c2ccco2)cc1 (configuration not stated)	-8	6	0.41	51	0	0	-3	-13	-9
CCOC(=O)c1ccccc1NC(=O)c1cncc(Br)c1	1	10	0.17	-5	-4[fluorescence artefact?]	3	0	3	-32
Cc1ccc(C(C(=O)NC2CCCCC2)N2CCC3(CC2)OCCO3)cc1 (configuration not stated)	2	-6	-0.21	-6	-4	2	-1	-18	3
COc1ccc(Cc2c(O)nc(SCC(=O)N3CCCCCC3)[nH]c2=O)cc1	0	-4	0.4	-9	5	5	-6	8	18
CCCn1nnnc1NC(=O)CSc1ccc(Cl)cc1	0	-22	1.6	13	1	-4	1	13	29
CCOC(=O)c1ccc(NC(=O)Cn2nnc(-c3ccccc3)n2)cc1	-2	88*	0.85	98*	9[fluorescence artefact?]	-7	6	23	-8

(further entries)
SMILES	FAK blocker	VCAM1 TNFa inh	Pyk2 oligo antag	HUVEC tox TNFa	ERa SRC1 inh	LYP inh 2	LYP act	cytoskel mod	HUVEC tox IL1B
CCOc1cc(CNc2ccccc2)cc(Br)c1OCc1ccccc1F	5	-14	-0.56	-1	·	5	-2	-10	-1
COC(=O)C1C(=O)/C(=C(/C)N2CCCC2)C(=O)CC1(C)C (configuration not stated)	-3	-33	-0.26	-31	·	5	-5	3	4
Cc1ccnc(SCC(=O)N2CCN(c3cccc(Cl)c3)CC2)n1	6	-5	0.33	·	-5	-2	0	-5	-3
COc1ccc(S(=O)(=O)NC(CC(=O)NCCc2ccc(OC)c(OC)c2)c2ccco2)cc1 (configuration not stated)	2	5	2.1	3	-5	-1	-2	-1	-4
O=C(NCCc1ccc(Cl)cc1)Nc1cccc(Cl)c1	0	14	-0.75	17	·	0	3	5	-22
CCn1nc(CC(=O)Nc2nnc(CC(=O)N3CCOCC3)s2)c2ccccc2c1=O	3	-5	2.2	4	-12	2	0	-1	1
CCC(=O)NC(=S)N1CCN(c2ccc([N+](=O)[O-])cc2Cl)CC1	2	2	1.9	0	·	12	-8	-12	10
Cn1c(SCC#N)nnc1-c1ccc2c(c1)OCO2	-1	-24	0.28	3	12	-2	-4	17	-65
CCOC(=O)c1cnc(-n2nc(C)cc2C)nc1NC1CCCCC1	6	-2	-2.6	-22	13	13	-16	10	12
Cc1ccc(Cn2ccc(NC(=O)c3cc(-c4ccc(Cl)cc4)on3)n2)cc1	-1	-12	-0.23	-24	·	-15	11	7	-7
Fc1cccc(-c2cc3nc4c(c(NCc5ccco5)n3n2)CCCC4)c1	9	11	-1.2	8	·	5	-3	-15	15
Fc1ccc(-c2[nH]ncc2-c2nnnn2-c2ccccc2)c(F)c1	8	-11	-0.97	-6	·	3	-1	12	32
Cc1ccc(C2C3=C(CC(C)(C)CC3=O)Nc3n[nH]c(C)c32)cc1 (configuration not stated)	1	-7	-1.1	-12	-1	6	-8	-5	4
Cc1ccc(C(=O)Oc2csc(=S)n2C(=O)c2ccc(C)cc2)cc1	1	-2	2.7	-21	-7	8	-5	5	1
COc1cc(CNc2ncn[nH]2)cc(Br)c1OC	0	-12	-0.4	-33	-2	-11	15	6	-23
O=C1Nc2ccccc2N(O)N1c1cc(-c2ccccc2Cl)no1	-1	0	-1.1	7	1	3	-4	-1	37
Cn1nnc(NC(=O)c2ccccc2)n1	-1	-10	1.5	-18	-16	5	-5	0	-11
CCn1c(SCc2nc3ccccc3c(=O)[nH]2)nnc1-c1ccncc1	1	-3	-0.42	-7	6	0	2	2	2
CC(/C=C1\N=C(SCc2ccccc2Cl)SC1=O)=C\c1ccccc1	-1	3	0.21	-2	·	0	4	-5	-10
COc1ccc(CCNC(=O)C2CCN(C(=O)N(C)C)CC2)cc1OC	5	·	1.9	·	8	3	1	·	5
Cc1cccc(C)c1OCC(O)CNS(=O)(=O)c1ccccc1C(=O)N1CCCCC1 (configuration not stated)	-1	-7	-0.97	-31	-23	4	-4	-11	-9
COc1ccc(Cn2nnnc2C(c2cccs2)N2CCCCCC2)cc1 (configuration not stated)	-6	-1	-1.3	24	-4	16	-14	-9	-3
O=C(CN1CCN(Cc2cccc(Cl)c2)C1=O)NCc1ccccn1	-11	-1	·	-13	-5	6	-10	3	8
O=C(NCc1cccs1)C1CCN(C(=O)NCc2ccccc2)CC1	0	0	0.67	-11	-4	4	-2	-2	-1
O=C1N=C2SCCN2/C1=C\c1ccccc1Cl	-2	-11	-0.03	-3	·	11	-8	25	-64

(continued)
SMILES	FAK blocker	VCAM1 TNFa inh	Pyk2 oligo antag	HUVEC tox TNFa	ERa SRC1 inh	LYP inh 2	LYP act	cytoskel mod	HUVEC tox IL1B
O=C(C1CCCO1)N1CCC(c2nc3ccccc3[nH]2)CC1 (configuration not stated)	0	-6	-0.39	45	4	-14	15	21	-6
COc1ccc(CNC(=O)C(c2ccc(C)o2)N(C(=O)c2csnn2)c2ccc(C(C)C)cc2)cc1 (configuration not stated)	2	24	-0.89	-17	7	-5	3	6	4
CCOC(=O)c1cc2sccc2n1CC(=O)N1CCc2ccccc21	-5	7	-3.5*	-6	6[fluorescence artefact?]	-19	18	21	-7
O=C(CN1CCN(S(=O)(=O)c2ccc(Cl)cc2)CC1)Nc1ccc2c(c1)OCCO2	-6	-16	-0.64	-19	-3	-5	5	1	-6
CCSc1nnc(NC(=O)CN(C)S(=O)(=O)c2ccc(F)cc2)s1	-2	5	-0.77	-6	1	-7	4	6	-22
CC(C)(C)NS(=O)(=O)c1ccc(CCC(=O)NCc2ccc3c(c2)OCO3)cc1	-2	-10	-0.01	-11	-28	-2	-2	11	-16
CCOC(=O)N1CCC(NC(=O)c2cc3ccccn3n2)CC1	0	-1	·	-19	16	-7	7	-18	12
COc1cccc(-n2nnc3c(=O)n(Cc4ccc(C)cc4)cnc32)c1	-12	-20	1.3	-9	-1[fluorescence artefact?]	9	-11	-17	-30
COc1ccc(OC)c(NC(=O)CNC(=O)c2cccs2)c1	3	-2	0.47	54	8	1	-4	11	-4
CCOC(=O)c1ccc(-c2ccc(/C=C(\C#N)C(=O)NCC3CCCO3)o2)cc1 (configuration not stated)	-37	19	-2.4	2	·	-4	10	-20	·
CC(C(N)=O)N1C(=O)C2C3C=CC(C3)C2C1=O (configuration not stated)	5	-1	0.35	-4	-2[fluorescence artefact?]	12	-10	10	2

Structures shown so far containing a Cl atom, in the order listed:
SMILES	FAK blocker	VCAM1 TNFa inh	Pyk2 oligo antag	HUVEC tox TNFa	ERa SRC1 inh	LYP inh 2	LYP act	cytoskel mod	HUVEC tox IL1B
O=c1c(-c2nnc(SCc3ccc(Cl)cc3)o2)cccn1Cc1ccccc1	1	2	-0.86	14	·	8	-5	-38	-24
CCOC(=O)c1nc2nc(C)c(Cl)c(=O)n2[nH]1	5	16	0.66	-17	-5	-4	1	12	-28
CCCCC(O)(CCN1CCOCC1)c1ccc(Cl)cc1 (configuration not stated)	0	10	0.36	-14	3[fluorescence artefact?]	7	-4	·	27
CCCn1nnnc1NC(=O)CSc1ccc(Cl)cc1	0	-22	1.6	13	1	-4	1	13	29
Cc1ccnc(SCC(=O)N2CCN(c3cccc(Cl)c3)CC2)n1	6	-5	0.33	·	-5	-2	0	-5	-3
O=C(NCCc1ccc(Cl)cc1)Nc1cccc(Cl)c1	0	14	-0.75	17	·	0	3	5	-22
CCC(=O)NC(=S)N1CCN(c2ccc([N+](=O)[O-])cc2Cl)CC1	2	2	1.9	0	·	12	-8	-12	10
Cc1ccc(Cn2ccc(NC(=O)c3cc(-c4ccc(Cl)cc4)on3)n2)cc1	-1	-12	-0.23	-24	·	-15	11	7	-7
O=C1Nc2ccccc2N(O)N1c1cc(-c2ccccc2Cl)no1	-1	0	-1.1	7	1	3	-4	-1	37
CC(/C=C1\N=C(SCc2ccccc2Cl)SC1=O)=C\c1ccccc1	-1	3	0.21	-2	·	0	4	-5	-10
O=C(CN1CCN(Cc2cccc(Cl)c2)C1=O)NCc1ccccn1	-11	-1	·	-13	-5	6	-10	3	8
O=C1N=C2SCCN2/C1=C\c1ccccc1Cl	-2	-11	-0.03	-3	·	11	-8	25	-64
O=C(CN1CCN(S(=O)(=O)c2ccc(Cl)cc2)CC1)Nc1ccc2c(c1)OCCO2	-6	-16	-0.64	-19	-3	-5	5	1	-6
